# PLAP inhibitors HTS: PLAP enzyme inhibitors, biochemical, luminescence, HTS (AID 690); purified PLAP, luminescent substrate; higher % means a stronger effect; inhibition, % at 20 µM; hits with a dose series show IC50 in µM; 0.08% of 96,000 active; in the data active means a potency from the dose series; inactive means the rest, 99 in 100 with inhibition below about 30%; further: strong numbers were not always called active
# MRP reversal: reverses drug resistance mediated by MRP; H69AR cells + 2 uM doxorubicin, CellTiter-Glo, 72 h; differential viability (reversal), % at 10 µM; 0.04% of 85,000 active;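 active means viability drop by adding the cancer drug above about 55%, with treated viability meeting a 40% cutoff, limit read from the data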;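 further: viability without doxorubicin minus viability with 2 µM doxorubicin for each compound; larger differential means the compound sensitizes cells more to doxorubicin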
# NFkB transloc pot: enhances IL-1B driven NFkB nuclear translocation; HUVEC IL-1B NFkB p65 nuclear translocation imaging; activation, % at 2 µM; AID 819; 0.3% of 94,000 active;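 active means activation above 40%, about the mean plus 3 SD, also judged a hit on visual image review; inconclusive means activation above 40% but not a hit on visual review; inactive means activation not above 40% and no visual hit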;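 further: percent activation is computed from the nuclear over cytoplasmic p65 intensity ratio; values of inactives mirror those of a sister screen read the other way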
# IL1B NFkB inh: blocks IL-1B driven NFkB nuclear translocation in HUVEC cells; 0.43% of 94,000 active; inhibition, % at 2 µM; AID 796; HUVEC IL-1B NFkB p65 nuclear translocation imaging;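 active means inhibition above about 30% together with a positive call from visual inspection of the well image, limit read from the data; inconclusive means inhibition above a set limit but visual check negative; inactive means inhibition not above a set limit, visual check negative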;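 further: nuclear over cytoplasmic p65 intensity ratio measured by imaging; 0% = IL-1B stimulated DMSO wells and 100% = unstimulated DMSO wells; values of inactives mirror those of a sister screen read the other way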
# Bcl-B TR3 displacers: displacers of TR3 peptide from Bcl-B, primary screen, selectivity assay for Bfl-1 inhibitor project, biochemical, fluorescence polarization | FP displacement of FITC-TR3 peptide from Bcl-B; higher % means a stronger effect | one-dose displacement, % at 20 µM; IC50 in µM for titrated hits | 0.11% of 96,000 active | AID 748;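 active means displacement above 50% at 20 µM plus a fluorescence interference ratio under 1.5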;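 further: plate controls were wells without compound for no effect and wells lacking Bcl-B protein for full effect; a part of the inactive calls stands beside numbers as strong as those of hits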
# MRP reversal cytotoxicity: further read-out of MRP reversal, marked with its call; viability, %; H69AR cells, CellTiter-Glo, 72 h; measured here: cytotoxicity without doxorubicin
# MRP reversal with doxorubicin: also measured in MRP reversal; calls as there; viability, %; measured here: viability with 2 uM doxorubicin; stronger effect = lower value
# IL1B NFkB inh cell count 2 µM: also measured in IL1B NFkB inh; calls as there; cell count; measured here: cells passing quality filter;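 raw number of nuclei counted in each imaged well without normalization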
# NFkB transloc pot cell count 2 µM: recorded beside NFkB transloc pot, whose call it bears; cell count; measured here: cells passing quality filter
# Active calls of the source: *; ? = inconclusive; nt = not tested or not shown. Some of the compounds tested; count on the stated rates, not on these rows.
structure	NFkB transloc pot	NFkB transloc pot cell count 2 µM	MRP reversal with doxorubicin	IL1B NFkB inh	PLAP inhibitors HTS	MRP reversal cytotoxicity	Bcl-B TR3 displacers	MRP reversal	IL1B NFkB inh cell count 2 µM
C=CCN(CC(=O)NCC1CCCO1)C(=O)CCC(=O)Nc1cc(C)on1 (configuration not stated)	-13	117	81	13	-21%	100	-2%	19	117
CC(C)N1C(=O)C2C(C(=O)NCc3ccccc3)C3C=CC2(O3)C1C(=O)NC(C)(C)C (configuration not stated)	20	162	89	-20	-14%	87	9%	-1	162
COc1ccc(Cn2nnnc2C(c2ccccc2)N2CCN(C3CCCC3)CC2)cc1 (configuration not stated)	nt	nt	97	nt	-97%	99	-6%	3	nt
C/C(Cl)=C/Cn1c(NCCCn2ccnc2)nc2c1c(=O)[nH]c(=O)n2C	-1	155	86	1	8%	94	-3%	8	155
COc1ccc(N(CC(=O)NCCSC2CCCCC2)S(C)(=O)=O)c(OC)c1	16	90	91	-16	-90%	102	4%	11	90
Cc1nnc2sc(-c3ccc(NC(=O)CSc4ccc(Cl)cc4)cc3)nn12	32	108	77	-32	nt	93	nt	15	108
CCOCCCN(C(=O)Cn1nnc2ccccc21)C(C(=O)NCc1ccco1)c1ccncc1 (configuration not stated)	-7	117	89	7	-41%	93	-6%	4	117
COc1ccc(S(=O)(=O)NC(C)(C)C)cc1-c1nnc2c3ccccc3c(C)nn12	9	64	79	-9	2%	94	1%	15	64
CCOC(=O)c1ccc(N=C2C(=S)N(c3ccc(C(=O)OCC)cc3)C(=N)N2/N=C/c2ccccc2)cc1	7	142	2	-7	nt	1	nt	-1	142
CC(C)CCn1c(CN2CCN(Cc3ccccc3)CC2)nc2c1c(=O)n(C)c(=O)n2C	0	139	32	0	-82%	57	6%	25	139
O=C1CCN(S(=O)(=O)c2ccc(Cl)cc2)N1	-9	114	nt	9	-2%	nt	4%	nt	114
N#CC(C(=O)Nc1cccc(Cl)c1)=C1Nc2ccccc2N1	3	100	51	-3	6%	46	-6%	-5	100
CCOc1ccc2nc(NC(=O)C(CCSC)NS(=O)(=O)c3cccs3)sc2c1 (configuration not stated)	-6	43	76	6	-138%	72	-4%	-4	43
O=C(CCn1c(=O)oc2ccccc21)Nc1nccs1	4	149	93	-4	0%	88	6%	-5	149
Cc1ccc(C(=O)Oc2cccc(NC(=O)c3cccs3)c2)cc1S(=O)(=O)N1CCOCC1	29	156	nt	-29	-44%	nt	-6%	nt	156
Cc1ccc(-c2nn3c(C)nnc3s2)cc1NCc1c(F)cccc1Cl	1	177	17	-1	7%	28	-27%	12	177
Cc1nc2cc(NC(=O)COc3ccc(C#N)cc3)ccc2n1-c1ccccc1	5	76	76	-6	4%	88	2%	11	76
Cc1ccc(C(=O)Nc2ccccc2C(=O)NCc2ccco2)cc1S(=O)(=O)N1CCCCC1	3	113	62	-3	nt	60	nt	-3	113
CSCc1c(C(=O)NC2CCCc3ccccc32)oc2ccccc12 (configuration not stated)	23	180	nt	-23	-1%	nt	-4%	nt	180
NCC(O)COc1ccc2c(c1)OCO2 (configuration not stated)	14	161	98	-14	-6%	96	4%	-2	161
COc1ccc(N=C2SC(C(N)=O)CC(=O)N2CCc2ccc(OC)c(OC)c2)cc1 (configuration not stated)	-7	184	87	7	-25%	74	31%	-13	184
CC(=O)c1sc(NC(=O)c2ccccc2F)nc1C	4	165	58	-4	-5%	72	1%	14	165
Cc1ccc(OCC(=O)n2nc(C)cc2C)c(Br)c1	30	136	86	-30	nt	86	nt	1	136
CSc1cnn(-c2ccccc2)c(=O)c1SC	-12	101	90	12	1%	93	16%	3	101
Cc1nc2sc(-c3ccccc3)cc2c(=O)[nH]1	22	88	102	-22	10%	86	-11%	-16	88
Cn1c(=O)c2c(nc(SCc3cccnc3)n2Cc2ccccc2)n(C)c1=O	15	106	nt	-15	2%	nt	-9%	nt	106
CC(=O)NCCn1c(SCC(=O)c2ccccc2)nc2ccccc2c1=O	4	114	79	-4	-26%	91	-1%	11	114
CC(C)Cc1nc2sc3c(NCc4ccco4)ncnc3c2c2c1COC(C)(C)C2	7	127	nt	-7	-55%	nt	11%	nt	127
O=C(CCS(=O)(=O)c1ccc(Br)cc1)NCc1cccs1	nt	nt	99	nt	11%	105	5%	7	nt
CCC(C)c1ccc(OCCCCN2CCOCC2)cc1 (configuration not stated)	0	36	79	-4	-54%	82	16%	3	152

# Retrieved one by one from above:
structure	NFkB transloc pot	NFkB transloc pot cell count 2 µM	MRP reversal with doxorubicin	IL1B NFkB inh	PLAP inhibitors HTS	MRP reversal cytotoxicity	Bcl-B TR3 displacers	MRP reversal	IL1B NFkB inh cell count 2 µM
O=C1CCN(S(=O)(=O)c2ccc(Cl)cc2)N1	-9	114	nt	9	-2%	nt	4%	nt	114
COc1ccc(Cn2nnnc2C(c2ccccc2)N2CCN(C3CCCC3)CC2)cc1 (configuration not stated)	nt	nt	97	nt	-97%	99	-6%	3	nt

# Further records follow.
structure	NFkB transloc pot	NFkB transloc pot cell count 2 µM	MRP reversal with doxorubicin	IL1B NFkB inh	PLAP inhibitors HTS	MRP reversal cytotoxicity	Bcl-B TR3 displacers	MRP reversal	IL1B NFkB inh cell count 2 µM
OC(COc1ccc2c(c1)CCC2)Cn1cnc2ccccc21 (configuration not stated)	6	116	82	-6	-28%	77	-7%	-5	116
CCOc1ccccc1NC(=O)c1ccccc1N(C)S(C)(=O)=O	26	128	94	-26	8%	101	-9%	8	128
COc1ccc(C(=O)Cn2nnc(-c3ccccc3NC(=O)C3CC3)n2)cc1	7	182	81	-8	12%	73	1%	-8	182
Cn1c(=O)[nH]c(=O)c2c1nc(SCC(=O)Nc1ccccc1)n2Cc1ccccc1	3	166	83	-3	14%	87	-4%	4	166
CC1CCc2c(sc3nc(SCC(=O)NCc4ccco4)nc(N)c23)C1 (configuration not stated)	3	138	80	-4	-21%	35	5%	-44	138
O=C(O)CCCC(=O)Nc1ccc(C(=O)N2CCCCC2)cc1	-3	162	93	3	-2%	103	-12%	10	162
CN(CC(=O)NC1CCCCC1)S(=O)(=O)c1cccc2cccnc12	11	194	86	-11	-18%	89	3%	3	194
COc1ccccc1NC(=O)CN1CCN(CC(=O)Nc2ccc3c(c2)OCO3)CC1	nt	nt	11	nt	-42%	10	-10%	-2	nt
Cc1ccc(-c2csc3nnc(SCc4csc(C)n4)n23)cc1	0	129	61	0	15%	53	-9%	-9	129
CCC(C)C(NC(=O)[C@@H](NC(=O)c1ccccc1F)C(C)C)C(=O)OC (some centres not stated)	5	170	nt	-5	7%	nt	1%	nt	170
O=C(NCc1cccnc1)c1cccc(F)c1	32	143	89	-32	-3%	109	5%	20	143
Cc1cccc(OCC(O)Cn2c(=N)n(CCN3CCCCC3)c3ccccc32)c1 (configuration not stated)	nt	nt	18	nt	-31%	6	2%	-12	nt
CCOc1ccc(NC(=O)c2cc3cc4ccc(OC)cc4nc3o2)cc1	-11	168	97	11	7%	93	-38%	-4	168
CCOCCCn1c(=N)c(C(N)=S)cc2c(=O)n3cccc(C)c3nc21	13	171	34	-13	-33%	60	0%	25	171
COc1ccc(N2CCN(C(=O)Cc3cccs3)CC2)cc1	-4	160	101	4	15%	101	12%	0	160
COc1ccc2oc(=O)c(C(=O)Nc3ccccc3-c3ccccc3)cc2c1	nt	nt	nt	nt	0%	nt	-4%	nt	nt
Cc1ccc(SCc2cc(=O)n3[nH]c(C)nc3n2)cc1	26	111	111	-26	-12%	93	-1%	-18	111
O=C(NCc1ccco1)c1cnc2sccn2c1=O	10	185	77	-10	8%	93	2%	16	185
CCOc1ccc(NC(=O)C2CC(=O)N(C)C(=Nc3ccc4c(c3)OCO4)S2)cc1 (configuration not stated)	8	180	nt	-8	-10%	nt	1%	nt	180
Cc1ccc(-c2nc(SCC(N)=O)c(C#N)c3c2CCCC3)cc1	16	138	80	-16	8%	76	-8%	-4	138
CN1C(=O)c2ccccc2Sc2ccc(NC(=O)NC3CC3)cc21	10	159	85	-10	-28%	87	2%	2	159
CCN1CCN(CC(O)COCc2ccccc2)CC1 (configuration not stated)	nt	nt	104	nt	6%	96	-3%	-8	nt
N#Cc1c(N)sc2c1CCN(CCc1ccccc1)C2	12	116	69	-12	nt	87	nt	17	116
CCc1cccc(NC(=O)CN(C)S(=O)(=O)c2cccc3nsnc23)c1	-6	92	108	6	nt	89	nt	-19	92
O=C(Nc1ccc2nc(-c3cccnc3)[nH]c2c1)c1ccccc1F	0	144	61	0	5%	34	0%	-27	144
Cc1ccc(-n2ccc(=O)c(C(=O)O)n2)cc1	11	141	97	-11	20%	101	-4%	4	141
CCOC(=O)c1cnc2c(C#N)c(C)nn2c1C	11	92	89	-11	-5%	84	-2%	-5	92
O=C(OCc1ccccn1)c1ccc(COc2ccccc2Cl)o1	0	167	81	0	5%	98	-5%	17	167
CCN(CC)c1ccc(NC(=O)c2cccnc2)c(C)c1	0	169	64	0	-4%	40	-10%	-24	169
O=S(=O)(NC1CCCCC1)c1ccc(S(=O)(=O)N2CCN3CCCC3C2)cc1 (configuration not stated)	-5	184	92	5	-26%	88	2%	-4	184
O=C(Nc1ccc(S(=O)(=O)N2CCOCC2)cc1)c1cccs1	4	108	81	-4	-9%	88	-6%	8	108
O=C(O)CSc1nc(SCc2ccccc2Cl)nc2c1CCCC2	nt	nt	nt	nt	-28%	nt	0%	nt	nt
Cc1ccc2cc(CN(C(=O)C3CCCO3)C3CCCCC3)c(=O)[nH]c2c1 (configuration not stated)	0	75	102	0	-13%	103	-19%	1	75
C=CCn1c(SCc2cc(=O)n3ccsc3n2)nc2scc(C3CC3)c2c1=O	nt	nt	68	nt	-33%	52	-11%	-16	nt
Cc1nn(CC(=O)N(C)C)c(=O)c2ccccc12	4	158	100	-4	-11%	100	16%	-1	158
Cc1ccccc1-c1nnn(CC(=O)N2CCN(S(=O)(=O)c3ccc(Cl)cc3)CC2)n1	5	165	nt	-5	-63%	nt	1%	nt	165
O=C(Nc1ccc2nsnc2c1)c1ccc2c(c1)OCO2	-3	146	nt	3	19%	nt	-12%	nt	146
CCCCC(=O)NCCc1cc2ccc(OC)cc2[nH]c1=O	-1	151	100	1	nt	105	nt	6	151
Cc1nnc2n1N=CC=C(C(C)(C)C)S2	-1	172	87	1	13%	76	-2%	-11	172
Nc1nnnn1/N=C/c1ccccc1C(F)(F)F	0	153	87	0	-9%	94	-3%	6	153
Cc1ccc(S(=O)(=O)NC2CCCC2)cc1C	17	173	nt	-17	4%	nt	-5%	nt	173
COc1ccc(S(=O)(=O)NCCCCNS(=O)(=O)c2ccc(OC)cc2)cc1	12	105	92	-12	-2%	96	-4%	5	105
CC(=O)c1ccc(N2CCN(c3ncc(C(F)(F)F)cc3Cl)CC2)cc1	-59	138	82	?	16%	100	-8%	18	nt
Cc1nnc(NC(=O)CSCc2ccccc2)s1	5	173	87	-4	-12%	94	-1%	7	173
CN1C(=O)C(O)(CC(=O)c2ccc(F)cc2)c2cc(Br)ccc21 (configuration not stated)	nt	nt	36	nt	-4%	25	-4%	-10	nt
Cc1cccc(OCC(O)CNC(=O)c2ccccc2C(=O)O)c1 (configuration not stated)	0	81	nt	0	nt	nt	nt	nt	81
CCOC(=O)N1CCN(C(=O)C2CCCN(S(C)(=O)=O)C2)CC1 (configuration not stated)	21	127	nt	-21	-2%	nt	2%	nt	127
CC(/C=C/c1ccccc1)=N\NC(N)=S	-14	125	nt	14	-32%	nt	-7%	nt	125
O=C1NC(=O)/C(=C\c2ccc(Sc3ccc(Cl)cc3)o2)N1	14	148	108	-14	-21%	100	-63%	-8	148
COc1cccc(C=NCCNC(=O)c2nonc2N)c1O	-7	61	nt	7	-7%	nt	5%	nt	61

# Screens as filed in PubChem BioAssay.
